# CD40 NFkB inh: CD40 pathway inhibition in BL2 cells; BL2 NF-kB luciferase reporter, CD40L-induced, 4 h; inhibition, % at 10 µM; actives 0.94% (n = 83,000);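 active means mean inhibition of at least 50% with a set share of replicates also reaching that level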;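 further: 0% = neutral control wells and 100% = IKK inhibitor VII at 50 µM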
# * = called active by the depositor; [ ] = another dose, or the depositor's remark.
CD40 NFkB inh	structure
6	COc1ccc(C(=O)CSc2nnc(-c3ccco3)o2)cc1
0	COc1ccc(-c2ccc3c(c2)[C@H]2[C@H](CCN2C(=O)C2CCCC2)[C@H](CO)N3C)cc1
-18[25 µM]	CN(C)C(=O)c1cccc(-c2ccccc2[C@@H]2[C@@H](CO)N(C(=O)C3CCCCC3)[C@H]2C#N)c1
1[25 µM]	CN(C)CC(=O)Nc1ccc2c(c1)[C@H]1C[C@@H](CC(=O)NCc3cccc(F)c3)O[C@@H](CO)[C@H]1O2
7[25 µM]	CNC[C@H]1Oc2c(NC(=O)Nc3cccc4ccccc34)cccc2C(=O)N([C@H](C)CO)C[C@@H]1C
10[25 µM]	O=C1NCCN1c1ncc([N+](=O)[O-])s1
-23	COc1ccccc1NC(=O)Cc1noc(CSc2nnc(C(F)(F)F)n2C)n1
-5[25 µM]	CCC(=O)N1CC2(CCN(C(=O)Nc3c(C)noc3C)CC2)c2c([nH]c3cc(OC)ccc23)[C@@H]1CO
9	O=S(=O)(NCCc1ccccc1)c1cccc2nsnc12
-3	CCN(CC(=O)Nc1ccc(Br)cc1)C(=O)c1nc2nc(C)cc(C)n2n1
22	CC(C)(C)c1nc(SCC(=O)N2CCCC2)c2ccccc2n1
10	O=S(=O)(c1cccs1)N1CCc2ccccc21
5	CCOC(=O)C1CCN(C(=O)COC(=O)c2oc3ccc(OC)cc3c2C)CC1
1	Cc1ccc(NC(=O)CSC(C)C(=O)NCCc2ccccn2)cc1 (stereo not given)
-5[25 µM]	O=C(C1CCCCC1)N1C[C@@H]2[C@H](c3ccccc31)[C@H](CO)N2C(=O)c1ccccc1F
2	O=C(NCCCN=C1NS(=O)(=O)c2ccccc21)c1ccncc1
-1	CCN1CCc2c(sc(NC(=O)COc3ccccc3)c2C(=O)OC)C1
-6[25 µM]	COC(=O)C[C@@H]1C[C@@H]2c3cc(N)ccc3O[C@@H]2[C@@H](CO)O1
12	CCCC(CCC)C(=O)Nc1ccc2c(c1)N(C(=O)CN1CCN(C)CC1)c1ccccc1CC2
-2	COc1cc(C(=O)COC(=O)c2ccncc2)cc(OC)c1OC
-37	OC(c1ccc(F)c(F)c1)c1nc(-c2csc3ccccc23)cs1 (stereo not given)
-17	CCCCN(C(=O)c1ccco1)c1c(N)n(CCC)c(=O)[nH]c1=O
1	CSc1nnc(-c2ccccc2)o1
3	COc1ccc(OC)c(NC(=O)C2CC(/C=C/c3ccccc3)=NO2)c1 (stereo not given)
0	CNC(=O)c1c(NC(=O)CCS(=O)(=O)c2ccc(C)cc2)sc(C)c1C
6	OCC1(CCc2ccccc2)CCN(Cc2cc(Cl)ccc2O)CC1
10	COC(=O)CCC(=O)Nc1ccccc1C(N)=O
-10[25 µM]	C[C@H](CO)N1C[C@H](C)[C@@H](CN(C)Cc2cccc3c2OCCCO3)OCc2ccccc2-c2ccccc2C1=O
13	CC(=O)Nc1ccc(NC(=O)COC(=O)C2CCC(C(C)(C)C)CC2)cc1 (stereo not given)
-2	Cc1ccccc1N=C(NO)c1nonc1N
-5[25 µM]	CN(C)CC(=O)N1[C@@H]2Cn3c(ccc(-c4cccnc4)c3=O)[C@H]1[C@@H](C(=O)NC1CCCC1)[C@@H]2CO
-3	CN(C)CC(=O)Nc1ccc2c(c1)[C@H]1C[C@H](CC(=O)NCc3ccc(-c4ccccc4)cc3)O[C@H](CO)[C@H]1O2
2	O=C(O)C1OC(C(=O)O)C(C(=O)O)C1C(=O)O (stereo not given)
3	CC(C)(C)C(=O)N1NC(=Nc2ccccc2)SC1(C)C
2	O=C(NCC1CCOCC1)c1ccc(-c2ccc(F)c(F)c2)c2ccoc12
-1	O=C(c1ccco1)N1CCN(C(=O)c2nn3cccnc3c2Cl)CC1
-1[25 µM]	COc1ccc(NC(=O)Nc2ccc3c(c2)[C@@H]2C[C@@H](CC(=O)N4CCN(C)CC4)O[C@H](CO)[C@@H]2O3)cc1
2	O=C(NCC1CCCN(C(=O)c2cccnc2)C1)c1ccc(-c2ccccc2)cc1 (stereo not given)
-4	CSc1ccccc1NC(=O)CN(C)C(C)C(=O)NC(=O)NC1CCCCC1 (stereo not given)
11	c1ccc(Nc2cc(-c3ccccc3)nc3ncnn23)cc1

# Next section (five carried over from the part before).
CD40 NFkB inh	structure
-1	O=C(c1ccco1)N1CCN(C(=O)c2nn3cccnc3c2Cl)CC1
-1[25 µM]	COc1ccc(NC(=O)Nc2ccc3c(c2)[C@@H]2C[C@@H](CC(=O)N4CCN(C)CC4)O[C@H](CO)[C@@H]2O3)cc1
2	O=C(NCC1CCCN(C(=O)c2cccnc2)C1)c1ccc(-c2ccccc2)cc1 (stereo not given)
-4	CSc1ccccc1NC(=O)CN(C)C(C)C(=O)NC(=O)NC1CCCCC1 (stereo not given)
11	c1ccc(Nc2cc(-c3ccccc3)nc3ncnn23)cc1
-17[25 µM]	CCCNC(=O)N(C)C[C@H]1Oc2cc(C#C[C@H](C)O)ccc2S(=O)(=O)N([C@H](C)CO)C[C@H]1C
10	COc1ccc(NC(=O)c2ccc3c(SCC(=O)O)c4c(nc3c2)CCCC4)cc1Cl
-22	COc1ccccc1CNC(=O)COC(=O)c1ccco1
-6[25 µM]	COCC(=O)N1[C@@H](C#N)[C@@H](c2ccccc2-c2ccccc2F)[C@@H]1CO
4[25 µM]	O=C(C[C@H]1C=C[C@H](NC(=O)c2cnccn2)[C@@H](CO)O1)NCc1ccccc1F
-2	Cc1ccc(S(=O)(=O)N2CCN(C(=O)c3ccc4nc[nH]c4c3)CC2)cc1
2	COc1ccccc1N1CCN(C(=O)CCn2c(=O)[nH]c3ccccc3c2=O)CC1
9	CCC(C(=O)c1ccc2ncccc2c1)c1ccccc1 (stereo not given)
-1[25 µM]	CC(C)NC(=O)N1CCCCN2[C@@H](CO)[C@H](c3ccc(Br)cc3)[C@@H]2C1
9	Cc1ccc(-c2noc(CN(C(=O)C34CC5CC(CC(C5)C3)C4)C(C)C)n2)cc1
0	Cc1nc2c3ccccc3n(CCN3CCCCC3)c2s1
12	Cc1cc(NS(=O)(=O)c2ccccc2)ccc1NS(=O)(=O)c1ccccc1
9	COCCNC(=O)C1(C)CCCN(C(=O)c2cc(OC)c(OC)c(OC)c2)C1 (stereo not given)
-31	CN(CCCN1CCOCC1)C(=O)c1cc(COc2c(F)cccc2F)on1
-2	COCCN(CC(=O)Nc1cccc(C)c1C)C(=O)Cc1cccs1
-3	O=S(=O)(c1ccccc1)N1CCN(Cc2nnc(-c3ccccc3)o2)CC1
3	CN1C(=O)c2cc(NC(=O)C3CCOCC3)ccc2OC[C@@H]2O[C@H](CC(=O)NCC3CC3)CC[C@@H]21
-26	CC(=O)Oc1c2occc2cc2ccc(=O)oc12
1	O=C(CNC(=O)c1cccs1)N/N=C/c1c[nH]c2ccccc12
12	O=C(NCCc1ccncc1)Nc1ccccc1
-9[25 µM]	C[C@@H]1CN([C@@H](C)CO)S(=O)(=O)c2ccc(C#Cc3ccncc3)cc2O[C@H]1CN(C)C(=O)c1ccncc1
16	Cc1cc[n+](CC(=O)c2cccs2)cc1
-6[25 µM]	CN1c2ccc(-c3cccc(C#N)c3)cc2[C@H]2[C@H](CCN2C(=O)Nc2cc(F)ccc2F)[C@H]1CO
5	O=C1CSC(c2cn(-c3ccccc3)nc2-c2cccs2)N1CC1CCCO1 (stereo not given)
-3	C/C=C/c1ccc([C@@H]2[C@@H](CO)N(C(=O)NCCC)[C@H]2CN(C)C(=O)CC)cc1
0	CCOC(=O)c1ccc(OC)c(OC)c1Cl
3[25 µM]	CO[C@@H]1CN(C)C(=O)c2cc(NC(=O)c3ccc(F)cc3)ccc2OC[C@H](C)N(C(=O)CC2CC2)C[C@@H]1C
2[25 µM]	COc1cccc(-c2cn(CC[C@H]3CC[C@@H](NS(=O)(=O)c4ccccc4Cl)[C@@H](CO)O3)nn2)c1
3[25 µM]	CO[C@@H](CN(C)Cc1ccc2c(c1)OCO2)[C@@H](C)CN(C(=O)Nc1ccc(F)cc1)[C@@H](C)CO
-2	COc1ccccc1-c1cn(CC[C@@H]2CC[C@H](NC(=O)C3CCCC3)[C@@H](CO)O2)nn1
5	O=C(CN1C(=O)NC(Cc2ccccc2)C1=O)Nc1ccc(OC(F)(F)F)cc1 (stereo not given)
-25	Cc1ccc(NC(=S)N(CCN2CCOCC2)Cc2cc3cc4c(cc3[nH]c2=O)OCO4)cc1
3	CN1[C@@H]2CC(OC(=O)[C@H](CO)c3ccccc3)C[C@H]1[C@@H]1O[C@@H]12 (stereo not given in full)
-1	CCN(CC)S(=O)(=O)c1ccc(Cl)c(C(=O)NCc2ccco2)c1
-7	CC(C)C(=O)N1CCN(c2ccccc2NC(=S)NC(=O)c2cccs2)CC1
6	CS(=O)(=O)c1ccc(Cl)c(NC(=O)COC(=O)Cc2c[nH]c3ccccc23)c1
3	Cc1nn(CC(=O)Nc2ccc(Cl)cn2)c(C)c1[N+](=O)[O-]
8	O=C(OCC(=O)N1CCN(c2ccccc2)CC1)c1ccncc1
5	CCCCn1c(N)c(N(CCOC)C(=O)c2c(C)noc2C)c(=O)[nH]c1=O
0[25 µM]	CCNC(=O)[C@@H]1[C@@H](CO)[C@@H]2Cn3c(ccc(-c4cncnc4)c3=O)[C@@H]2N1C(=O)NC1CCCC1
1[25 µM]	Cc1noc(C)c1NC(=O)Nc1ccc2c(c1)C(=O)N([C@H](C)CO)C[C@H](C)[C@H](CN(C)S(=O)(=O)c1cccs1)OCCCC[C@H](C)O2
1	COc1ccc(OC)c(C=NN=Cc2cc(OC)ccc2OC)c1
2	Cc1ccc(S(=O)(=O)N(C)C)cc1NC(=O)COC(=O)COc1ccc2c(C)cc(=O)oc2c1
13	Cc1nc2sc(C(c3ccccc3)N3CCOCC3)c(O)n2n1 (stereo not given)
25	C[C@@H]1CN([C@@H](C)CO)C(=O)c2c(c3ccccc3n2C)-c2ccccc2CO[C@H]1CN(C)Cc1cccc(O)c1
-3	O=C(CSc1nnc2ccc(-c3ccccn3)nn12)Nc1ccccc1
5	Cc1c(C)n2c(SCC(=O)N3CCCCC3)nnc2[nH]c1=O
-2[25 µM]	OC[C@@H]1[C@H](c2ccc(C3=CCCCC3)cc2)[C@@H]2CN(CCC(F)(F)F)CCCCN12
24	CC1CN(C(=O)c2scc3c2OCCO3)CC(C)O1 (stereo not given)
5	O=C(Nc1nc(-c2ccccn2)cs1)c1ccc(F)c(S(=O)(=O)N2CCOCC2)c1

# More results follow.
CD40 NFkB inh	structure
9[25 µM]	COc1cccc(CN2CC3(CN(CC4CCOCC4)C3)c3c([nH]c4cc(OC)ccc34)[C@H]2CO)c1
7	COc1ccc(S(=O)(=O)NCC(c2ccc(F)cc2)N2CCN(C)CC2)cc1 (stereo not given)
13	O=C(C[C@H]1CC[C@@H]2[C@H](COC[C@@H](O)CN2CC2CCCCC2)O1)NCC1CC1
2	COCc1cc(CN2CCN(C)CC2)c(O)c2ncccc12
15	Cc1ccccc1-c1ncc(CN2CCC(CO)(CCCc3ccccc3)CC2)cn1
2[25 µM]	CC(C)COC(=O)N(C)C[C@@H]1OCc2cn(nn2)CCCC(=O)N([C@@H](C)CO)C[C@@H]1C
23	CC(=O)Nc1ccc(Nc2cc(C)nc3c(-c4ccccc4)cnn23)cc1
-95	O=C(Nc1ccc2oc(-c3ccccc3)nc2c1)c1ccco1
5	N#Cc1ccccc1OCC(=O)OCC(=O)c1c[nH]c2ccccc12
9	CC(=O)Nc1ccc(S(=O)(=O)N2C(=O)c3cccc4cccc2c34)cc1
16	O=C(O)CNC(=O)C12CC3CC(CC(Cl)(C3)C1)C2
9	CCCC(=O)Nc1cc(Cl)ccc1C
9	COc1cccc(-c2noc(CCC(=O)NCC3CCCO3)n2)c1 (stereo not given)
0[25 µM]	NCC[C@@H]1CC[C@@H](NC(=O)NC2CCCCC2)[C@H](CO)O1
4[25 µM]	CCC(=O)N1C[C@H]2[C@@H](c3ccccc31)[C@@H](CO)N2Cc1ccccc1Cl
-7	O=C(COC(=O)c1ccccc1Br)Nc1cc(S(=O)(=O)N2CCOCC2)ccc1N1CCCC1
10	CC(=O)Nc1cccc(NC(=O)c2cccc(S(=O)(=O)N3CCN(Cc4ccccc4)CC3)c2)c1
-2	CN1CCC(CNC(=O)Nc2ccccc2)(c2ccccc2)CC1
4	N#Cc1ccc(NC(=S)NC(=O)C2CC2)cc1
-10[25 µM]	COc1ccc(-c2ccc3c(c2)[C@H]2[C@H](CCN2Cc2cncnc2)[C@H](CO)N3)cc1

# 3 entries already listed, sorted by heavy-atom count, lowest first.
CD40 NFkB inh	structure
0[25 µM]	NCC[C@@H]1CC[C@@H](NC(=O)NC2CCCCC2)[C@H](CO)O1
-10[25 µM]	COc1ccc(-c2ccc3c(c2)[C@H]2[C@H](CCN2Cc2cncnc2)[C@H](CO)N3)cc1
10	CC(=O)Nc1cccc(NC(=O)c2cccc(S(=O)(=O)N3CCN(Cc4ccccc4)CC3)c2)c1

# Next results follow.
CD40 NFkB inh	structure
11	COc1ccccc1-n1c(SC(C)C(=O)NCC2CCCO2)nc2cc(Cl)ccc2c1=O (stereo not given)
-2[25 µM]	CN(C)C(=O)c1cccc(-c2ccc3c(c2)[C@@H]2[C@@H](CCN2C(=O)c2ccccc2)[C@H](CO)N3C)c1
-41	CCc1cc(C(=O)Nc2ccc(OC)nc2)sc1C
7	CCN1CCN(c2ccc(S(=O)(=O)N3CCOCC3)cc2NC(=O)C(C)Oc2cccc(Cl)c2)CC1 (stereo not given)
0	Nc1nnnn1/N=C/c1cccs1
10[25 µM]	CCCNC(=O)N1CC[C@@H]2[C@@H](CO)N(C)c3ccc(-c4ccc(F)cc4)cc3[C@@H]21
57*	CC1(C)C2CCC1(C)C(OCC[N+](C)(C)CC(=O)OC1CCCCC1)C2 (stereo not given)
3[25 µM]	Cc1ccccc1-c1ccc([C@@H]2[C@@H](CO)N3C(=O)CN(S(C)(=O)=O)C[C@H]23)cc1
10	CSc1nc(N)cc(=O)[nH]1
4	COc1ccc(Cl)cc1NC(=O)COC(C)=O
1	CCOC(=O)N1CCC(NS(=O)(=O)c2cc3c(cc2C)NC(=O)CO3)CC1

# An excerpt of these results, comma-delimited.
mol,CD40 NFkB inh
O=C(C1CCCCC1)N1C[C@@H]2[C@H](c3ccccc31)[C@H](CO)N2C(=O)c1ccccc1F,-5[25 µM]
Cc1c(C)n2c(SCC(=O)N3CCCCC3)nnc2[nH]c1=O,5
COc1ccc(OC)c(NC(=O)C2CC(/C=C/c3ccccc3)=NO2)c1 (stereo not given),3
CC(=O)Nc1ccc(Nc2cc(C)nc3c(-c4ccccc4)cnn23)cc1,23

# Assay outcomes (PubChem)

# The list is partial; count on the stated rates, not on these rows.
